GLP1R cytotox: cytotoxic in the GLP-1 receptor inverse agonist counter-screen; HEK293 cAMP-luciferase reporter cells, luminescence, 24 h; Potency, µM (top dose mostly 38.3 µM), without a hit: top-dose activity change, negative = inhibition, actives largely listed as inhibitors; 0.13% of 410,000 active;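 note: loss of luciferase light is scored as toxicity; potency is the fitted concentration of half-maximal effect; % is set by controls: 0 for no effect and ±100 for the full control effect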
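A 23 nL compound transfer followed 12 hours of cell culture at 37 deg C; exposure then lasted 24 hr. Luciferase assay detection reagent was dispensed and plates read for luminescence after a 12 min room-temperature wait.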
Akt phos inh: Akt phosphorylation inhibition | 0.32% of 360,000 active | AID 651550 | Neuro2A IGF-stimulated pAkt S473 HTRF, 20 min; stronger effect = lower value | activity change, % for hits at 50 µM; in the data active = activity change below about -80%; inconclusive = mostly about -51% to -80%; note: % is set by controls: 0 for no effect and ±100 for the full control effect
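Single-point screen (50 µM final compound) in Neuro2A cells stimulated 20 min with 6 nM IGF at 37 deg C. After lysis, Ser473-phosphorylated Akt read by HTRF (ex 330 nm, em 615/665 nm) as the 665/615 ratio.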
Abeta yeast res: restores growth of yeast expressing A-beta42 peptide; 0.063% of 410,000 active; yeast expressing A-beta42, growth rescue, OD600, 48 h; response scale: 0% DMSO, 100% iron-clioquinol control; AID 1347071; Potency, µM (highest dose often 46.1 µM), inactives show at the highest dose growth rescue, most hits filed as activators; note: potency is the fitted concentration of half-maximal effect; nearly all actives have a fitted effect of over 55% in size
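Yeast growth medium received pinned compounds, then yeast cells expressing toxic A-beta were added; plates incubated at 30 C for 48 hr. Growth read as absorbance at 600 nm, normalized to DMSO and equimolar FeCl3 plus clioquinol controls.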
Mm-Cpn inhibitor: inhibitors of Methanococcus maripaludis chaperonin (MmCpn); purified Mm-Cpn ATPase, ADP Transcreener TR-FRET; Potency, µM (series often up to 76.9 µM), inactives show at the top dose activity, negative = inhibition, usual class: inhibitors; 0.031% of 330,000 active; note: potency is the fitted concentration of half-maximal effect; % is set by controls: 0 for no effect and ±100 for the full control effect; nearly all actives have a fitted effect of over 80% in size
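Reaction buffer contained 30 mM Tris pH 7.4, 100 mM KCl, 5 mM MgCl2 and 1 mM DTT. Mm-CPN (25 nM final) hydrolysed 10 uM ATP over 30 min at 37°C; ADP was read by HTRF.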
FUS yeast rescue: rescues growth of FUS-expressing yeast. S. cerevisiae FUS-expressing, growth rescue, OD600, 24 h. Potency, µM (highest dose often 76.6 µM), without a hit: at the top dose growth rescue (activation), usual class: activators. 0.24% of 390,000 active;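 note: potency is the fitted concentration of half-maximal effect; plate controls were DMSO vehicle for no effect and reference control for full effect; nearly all actives have a fitted effect of over 55% in size; some results filed as inactive show a strong effect at the top dose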
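Compound concentration series was pinned onto galactose-induced FUS-expressing yeast seeded at OD 0.005. Plates sat 24hr at 30C; absorbance at 600 nm gave growth. DMSO served as background control.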
PTHR1 agonist: activates the human parathyroid hormone receptor PTHR1 | Q03431 | HEK293 GP2 PTHR1 cells, GloSensor cAMP luminescence, 1 h | Potency, µM (titrated, usually from 115 µM), without a hit: at the top dose activation, actives largely listed as activators | 0.075% of 410,000 active; note: potency is the fitted concentration of half-maximal effect; nearly all actives have a fitted effect of over 55% in size; some results filed as inactive show a strong effect at the top dose; inactives centre near -15; many of its hits are not listed in these tables
Target sequence (Q03431 whole entry, looked up): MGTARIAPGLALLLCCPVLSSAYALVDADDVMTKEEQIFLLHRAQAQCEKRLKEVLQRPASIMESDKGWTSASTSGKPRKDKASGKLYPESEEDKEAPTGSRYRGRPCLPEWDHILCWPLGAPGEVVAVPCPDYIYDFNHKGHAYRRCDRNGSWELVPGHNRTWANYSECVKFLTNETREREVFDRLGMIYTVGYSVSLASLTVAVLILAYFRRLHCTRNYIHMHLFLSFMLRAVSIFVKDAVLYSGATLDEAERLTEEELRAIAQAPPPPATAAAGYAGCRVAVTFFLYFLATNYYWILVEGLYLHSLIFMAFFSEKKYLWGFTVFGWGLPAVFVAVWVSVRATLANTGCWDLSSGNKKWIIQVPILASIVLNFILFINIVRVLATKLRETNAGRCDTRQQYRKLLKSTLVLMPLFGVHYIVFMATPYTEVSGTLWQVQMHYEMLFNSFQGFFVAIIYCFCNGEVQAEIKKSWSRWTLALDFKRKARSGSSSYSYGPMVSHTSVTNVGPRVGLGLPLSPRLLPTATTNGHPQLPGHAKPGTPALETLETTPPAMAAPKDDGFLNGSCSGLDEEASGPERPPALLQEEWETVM
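HEK-293-derived GP2 cells expressing PTHR1 and a GloSensor cAMP reporter, 3,000/well, plated overnight, given luciferin plus IBMX (each 0.5 mM as added) for 1 h at 37 °C, then compound for 1 h at 37 °C. Luminescence was read after 15 min at room temperature.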
aSyn yeast inh: alpha-synuclein toxicity inhibition in yeast; 0.14% of 370,000 active; Potency, µM (series often up to 46.1 µM), for the others: top-dose growth rescue (activation), usual class: activators; Yeast expressing alpha-synuclein, growth rescue, BacTiter-Glo, 24 h; AID 652106; note: potency is the fitted concentration of half-maximal effect; % of control where 0% means no effect; nearly all actives have a fitted effect of over 65% in size
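Readout is rescue of growth in alpha-synuclein-expressing yeast, so inhibitors of toxicity appear as activators. Growth after 24 hr at 30 deg C in galactose medium is quantified by luminescence.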
TDP43 rescue: TDP-43 toxicity inhibition in yeast | Potency, µM (titrated, usually from 46.1 µM), for inactives: top-dose growth rescue (activation), actives largely listed as activators | AID 652104 | 1.8% of 410,000 active | TDP-43 expressing yeast growth rescue, BacTiter-Glo, 24 h; note: potency is the fitted concentration of half-maximal effect; % of control where 0% means no effect; nearly all actives have a fitted effect of over 50% in size
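Cell-based yeast growth screen: TDP-43 expression induced in galactose, inoculum OD600=0.02 after raffinose pregrowth to mid-log. Read-out BacTiter-Glo luminescence at 24 hr, 30 deg C; inhibition of toxicity seen as signal increase.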
GLP-1R inv ag: acts as inverse agonist at human GLP-1 receptor; HEK293 GLP-1R CRE-luciferase, luminescence, 24 h; GLP-1R form is constitutively active; 1.6% of 410,000 active; Potency, µM (series often up to 38.3 µM), without a hit: top-dose activity change, negative = inhibition, most hits filed as inhibitors; note: potency is the fitted concentration of half-maximal effect; % is set by controls: 0 for no effect and ±100 for the full control effect; nearly all actives have a fitted effect of over 55% in size
Target sequence (P43220 whole entry, looked up): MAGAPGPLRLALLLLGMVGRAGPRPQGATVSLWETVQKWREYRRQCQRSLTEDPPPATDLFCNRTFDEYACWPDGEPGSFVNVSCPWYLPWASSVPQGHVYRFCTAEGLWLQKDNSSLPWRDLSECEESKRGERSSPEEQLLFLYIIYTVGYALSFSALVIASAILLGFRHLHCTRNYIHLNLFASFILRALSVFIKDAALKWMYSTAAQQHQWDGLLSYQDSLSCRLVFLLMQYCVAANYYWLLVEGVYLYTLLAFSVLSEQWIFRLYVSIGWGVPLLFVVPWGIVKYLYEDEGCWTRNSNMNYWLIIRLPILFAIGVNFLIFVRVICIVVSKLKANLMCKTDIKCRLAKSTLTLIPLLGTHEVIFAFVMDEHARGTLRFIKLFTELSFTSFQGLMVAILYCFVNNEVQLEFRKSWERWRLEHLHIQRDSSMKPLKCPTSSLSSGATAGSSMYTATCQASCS
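Readout was luciferase luminescence, measured 12 min after detection reagent at room temperature. Beforehand, GLP-1R reporter HEK293 cells had sat 12 h, then received compounds for 24 hr at 37 deg C.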
Starred values were filed as active, the others as inactive; i = inactive; ? = inconclusive; . = no result given; [ ] = dose if it differs, or a comment. Unless noted, calls come from the whole dose curve; as a rule, active = well fitted curve in the direction sought with a large enough effect; inconclusive = small, poorly fitted or top-dose-only effect, or another doubt; inactive = no such curve, though single readings can be large; an effect the other way counts as inactive or inconclusive. An excerpt; the hit share may differ from the screen's.

smiles | PTHR1 agonist | Mm-Cpn inhibitor | TDP43 rescue | Akt phos inh | Abeta yeast res | GLP-1R inv ag | GLP1R cytotox | aSyn yeast inh | FUS yeast rescue
CCCCCN(C(=O)CCC(=O)OC(C)C(=O)Nc1ccccc1C)c1c(N)n(CCCC)c(=O)[nH]c1=O (stereo not given) | -22% | . | 12% | i | -16% | -16% | -10% | 0% | 36%
COc1ccc(-n2cccc2/C=C2/NC(=O)N(c3cccc(Cl)c3)C2=O)cc1 | -24% | 0% | 14% | i | 2% | 24% | 48%[activator] | -9% | .
Cc1noc(C)c1C(=O)OCC(=O)Nc1ccc(N2CCOCC2)cc1 | 18µM* | 2% | 2% | i | -1% | 1% | -1% | -5% | -12%
CCc1nc2ccc(C(=O)Nc3cccc(OC)c3)cn2c1N(CCC(C)C)CCN(C)C | i | . | 12% | i | -7% | ? | -1% | 0% | 4%
COc1cc(CN2CCN(S(=O)(=O)c3ccccc3)CC2)cc(OC)c1OC | -2% | 1% | 1% | i | ? | 9% | 26% | 5% | -15%
O=c1c(Cl)c(N/N=C/c2ccc(Br)cc2)cnn1-c1ccccc1 | i | 0% | 20% | i | -87%[inhibitor] | ? | 15% | 1% | 44%
O=C(NCc1ccccc1CN1CCCC1)c1cccc(S(=O)(=O)N2CCOCC2)c1 | i | -5% | 0% | i | -1% | 3% | -23% | -8% | -19%
CC(C)[C@H](NC(=O)Nc1cccc(Br)c1)C(=O)O | -30% | 0% | 0% | i | 0% | 21% | 0% | 0% | -18%
Cc1cc(C)c2c(-n3cccc3)c(NC(=O)OCc3ccccc3)sc2n1 | -10% | -3% | 14% | i | 1% | ? | 9% | -6% | -7%
Clc1ccc(N/N=C/c2cccs2)nn1 | -4% | 0% | 24% | i | -20% | 2% | -5% | -1% | 27%
Cc1ccc(Sc2cnccc2C#N)cc1 | -7% | -1% | 13µM* | i | 4% | -5% | -6% | -3% | -41%
CC(C)CCn1c(=O)[nH]c2ccccc21 | -13% | 2% | 20% | i | 7% | 3% | 6% | 4% | -7%
CCc1c(C)nc2c(C#N)c[nH]n2c1=O | -3%[57.5 µM] | 1% | ? | i | 10% | 0% | -9% | 0% | 18%
COc1cc(C#Cc2ccc3cc(CCCO)oc(=O)c3c2)cc(OC)c1 | -49%[inhibitor] | -3% | ? | i | 2% | ? | -11% | 0% | 2%
CC1CCN(C(C)C(=O)Nc2ccccc2-c2ccccc2)CC1 (stereo not given) | -5% | -1% | -15% | i | 4% | ? | -22% | -8% | -2%

Single entries from the results shown:
GLP1R cytotox with CCc1nc2ccc(C(=O)Nc3cccc(OC)c3)cn2c1N(CCC(C)C)CCN(C)C is entered as -1%
GLP-1R inv ag with Cc1ccc(Sc2cnccc2C#N)cc1 is entered as -5%

(further entries)
smiles | PTHR1 agonist | Mm-Cpn inhibitor | TDP43 rescue | Akt phos inh | Abeta yeast res | GLP-1R inv ag | GLP1R cytotox | aSyn yeast inh | FUS yeast rescue
CC(=O)Nc1ccc(S(=O)(=O)N2CCC(c3nc4ccc(C)cc4[nH]3)CC2)cc1 | i | 0% | -14% | i | -6% | -1% | 7% | 2% | 17%
CC1CCN(S(=O)(=O)c2ccc3c(c2)N(CC(=O)NCCN(C)C)C(=O)CS3)CC1 | i | . | 3% | . | -6% | -29% | 7% | . | -10%
CC(=O)Nc1cccc2c1C(=O)N(c1ccccc1C)C2=O | i | 0% | -2% | i | 12% | 5% | -3% | -3% | 9%
Cc1cccc(N(CC(=O)NC2CCCCC2)C(=O)c2c(C)noc2C)c1 | ? | -1% | 13% | i | -6% | ? | -13% | -1% | 28%
Cc1ccc(-c2nnc(N3CCCCC3)c3ccccc23)cc1S(=O)(=O)N1CCN(C)CC1 | -89%[inhibitor][57.5 µM] | 0% | -7% | i | -2% | 2% | -9% | 2% | 15%
COc1cc(NC(=O)c2cccs2)c(C(=O)OCC(=O)c2cc(C)n(-c3ccc(F)cc3)c2C)cc1OC | i | 0% | -22% | i | -6% | -16% | 22% | 1% | -6%
Cc1ccc(N(CCC#N)C(=O)COC(=O)C2CCN(S(=O)(=O)c3ccc4c(c3)OCCO4)CC2)cc1 | -6% | -12% | 9% | i | 13% | -13% | -7% | -3% | ?
Cc1cccc(NC(=O)Nc2cnccn2)c1C | i | -5% | 9% | i | -8% | 1% | 1% | -5% | 6%
CCN1C(=O)CC(N2CCN(CC(=O)NC(C)C)CC2)C1=O (stereo not given) | -28%[57.5 µM] | -1% | -16% | i | -7% | 27% | 5% | -1% | 19%
Cc1ccc(Cl)cc1N1CCN(C(=O)c2ccc(CS(=O)Cc3ccc(Cl)cc3)o2)CC1 (stereo not given) | -27% | 3% | 20µM* | i | 6% | 8.9µM* | -17% | ? | ?
CC(C)Oc1ccccc1C1NC(=O)CCC1[N+](=O)[O-] (stereo not given) | -13% | 1% | -6% | i | -10% | 2% | 3% | -1% | 0%
O=C(O)c1cccc(Nc2ccnc(Nc3cccc(C(=O)O)c3)n2)c1 | -7% | 0% | -16% | i | -5% | ? | 15% | 0% | 20%
Cc1ccc(NC(=O)CN(C)C(=O)COc2cccc3ccc(C)nc23)cc1 | i | 0% | 4% | i | 14% | -17% | -9% | -3% | -8%
COc1ccc(CC(=O)NNC(=O)CSc2nc(C)c(C)c(=O)[nH]2)cc1 | -16% | 0% | -11% | i | 5% | -5% | 2% | -3% | 11%
COC(=O)c1cc(S(=O)(=O)NCc2cccc(OC)c2)cn1C | -11% | 1% | 9% | i | 1% | 6% | 3% | 0% | -23%
CC(=O)CCc1oc2ccc([N+](=O)[O-])cc2c1-c1ccc(C)o1 | -2% | -2% | -23% | i | -1% | 0% | 19% | 8% | -14%
COc1ccnc(Oc2ccc(F)cc2)c1C(=O)N/C=N/OCc1ccc(F)cc1 | i | -5% | -13% | . | -10% | 0% | 5% | 16% | 33%
Cn1nccc1C(=O)N1CCc2ccccc21 | i | 1% | ? | i | 5% | 30%[activator] | 3% | 1% | 24%
CN(CC(=O)Nc1c(Cl)cccc1Cl)C(=O)c1ccc2nc[nH]c2c1 | -8% | 1% | -5% | i | -3% | -19% | -15% | 2% | 0%
NS(=O)(=O)c1ccc(CNC(=O)CC23CC4CC(CC(C4)C2)C3)cc1 | -19%[57.5 µM] | 0% | 8% | i | -7% | ? | -6% | 5% | 6%
CN(CC(=O)Nc1c(Cl)cccc1Cl)C(=O)CNC(=O)c1ccc2ccccc2c1 | -41%[inhibitor] | -2% | 16% | i | 1% | 0% | -4% | 0% | -1%
Cc1ccc(S(=O)(=O)N(C)C)cc1NC(=O)COC(=O)CNC(=O)C12CC3CC(CC(C3)C1)C2 | -37%[inhibitor] | 1% | 15% | i | 11% | 14% | -3% | -4% | 2%
CCOCCc1nnc(NC(=O)CSc2ccccc2)s1 | i | 2% | 4% | i | 16% | 4% | -10% | 1% | -1%
COc1ccc2c(Cl)c(C(=O)OCC(=O)c3ccc4c(c3)NC(=O)CO4)sc2c1Cl | 4% | -26% | 4% | i | -27% | 14% | 5% | 1% | -2%
CCCn1c(=N)c(C(=O)NCC2CCCO2)cc2c(=O)n3cc(C)ccc3nc21 (stereo not given) | -8% | . | -8% | . | -8% | 16% | 278%[activator] | . | -7%
COc1cccc(NC(=O)COC(=O)c2c(C)nn(-c3ccccc3)c2C)c1 | -3% | -1% | 24% | i | 2% | -28% | 4% | -8% | ?
CC(CC1C(C#N)=C(N)OC2=C1C(=O)CCC2)c1ccccc1 (stereo not given) | ? | -5% | 18% | i | -31%[inhibitor] | -8% | 1% | -5% | 27%
Cc1cc(C)n(-c2ccc(C(=O)NCc3cccs3)cc2)n1 | -7% | 0% | 0% | i | 10% | 1% | -16% | 0% | 16%
COc1ccccc1N1CCN(c2csc3ccccc3c2=O)CC1 | -6% | . | ? | . | 8% | 12% | -12% | . | 11%
CC(C)CCC(=O)N1CCOC1=O | i | 1% | 18% | i | -1% | -6% | 1% | 5% | -32%
C/C=C/C(=O)Nc1cccc(C2=NOC3(C2)C[C@H](C(N)=O)N(C(=O)/C=C/C)C3)c1 (stereo not given in full) | i | 2% | 2% | i | -12% | 16% | 2% | 2% | -14%
C[C@H]1CN=C(N(C)C)N1CC1CCC(C(C)(C)C)CC1 (stereo not given in full) | i | 0% | 14% | i | -1% | ? | -22% | 2% | -29%
CCc1ccc(N2CC(C(=O)NCCC3=CCCCC3)CC2=O)cc1 (stereo not given) | -3% | 0% | 0% | i | 12% | ? | 3% | 5% | 18%
CS(=O)(=O)c1ccc(Cl)c(C(=O)OCC(=O)NC2CCCCCCC2)c1 | -15% | 4% | 9% | i | -3% | 9% | 2% | -1% | 12%
CS(=O)(=O)N1CCC(C(=O)Nc2ccc(F)cc2F)CC1 | i | 3% | 3% | i | 3% | 3% | -1% | 2% | -1%
CCOc1c(OC)cccc1C(=O)NCC1(c2ccccc2)CCCC1 | i | 2% | -8% | i | -10% | ? | 8% | -2% | 35%
CO/N=C/C(=N\Nc1ccc(C)cc1)C(=O)c1ccc(OC)cc1 | -5%[57.5 µM] | 0% | -10% | i | 19% | ? | -22% | 4% | 24%
COCCN(CC1CCCN(C2Cc3ccccc3C2)C1)C(=O)c1cccs1 (stereo not given) | i | -1% | 2% | i | 5% | -5% | -9% | -8% | -9%
O=C(c1cc(-c2cccc(O)c2)on1)N1CCN(C(c2ccccc2)c2ccccc2)CC1 | -34%[inhibitor] | -4% | 0% | i | -4% | ? | 0% | 2% | 4%
O=S(=O)(c1cc(Br)ccc1Br)N1CCCCCC1 | -15% | 2% | 7.9µM* | i | 6% | ? | 8% | 4% | -25%

Assay outcomes from PubChem BioAssay.
